# ST2 IL33 inh = blocks human ST2 binding to IL-33; hit rate 2.3% among 78,000; Q01638; inhibition, % for hits at 17 µM; AID 1259354; AlphaLISA ST2-Fc/biotin-IL-33 interaction, 1 h; in the data active means inhibition above about 30%; inconclusive means mostly about 10% to 28%
# Target sequence (Q01638 whole entry, looked up): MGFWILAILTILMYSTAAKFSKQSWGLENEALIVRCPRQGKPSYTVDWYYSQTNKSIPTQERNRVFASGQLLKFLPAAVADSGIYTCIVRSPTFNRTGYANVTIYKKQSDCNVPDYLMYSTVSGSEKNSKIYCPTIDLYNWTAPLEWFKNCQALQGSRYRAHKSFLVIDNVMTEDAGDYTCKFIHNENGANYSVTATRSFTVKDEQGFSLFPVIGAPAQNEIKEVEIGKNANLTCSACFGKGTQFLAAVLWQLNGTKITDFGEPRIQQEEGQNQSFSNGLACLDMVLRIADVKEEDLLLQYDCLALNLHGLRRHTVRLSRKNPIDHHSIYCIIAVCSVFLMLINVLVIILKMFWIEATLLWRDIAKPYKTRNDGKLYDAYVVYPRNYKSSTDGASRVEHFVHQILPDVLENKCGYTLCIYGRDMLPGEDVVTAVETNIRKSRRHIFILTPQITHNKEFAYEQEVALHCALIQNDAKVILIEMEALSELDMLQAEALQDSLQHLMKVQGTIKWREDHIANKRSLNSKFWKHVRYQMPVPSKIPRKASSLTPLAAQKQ
# Numbers without * were called inactive; i = inactive; u = inconclusive. Only part of the results is shown; count on the stated rates, not on these rows.
SMILES,ST2 IL33 inh
CC(=O)Nc1c2c(nn1-c1ccc(C)cc1)CSC2,i
O=C(O)c1ccc(-n2c(/C=C\c3ccccc3)nc3ccccc3c2=O)cc1,i
COc1ccc(NC(=O)Cc2c(C(=O)O)[nH]c3ccc(Cl)cc23)cc1OC,i
COc1ccc(C2NC(=O)NC(C)=C2C(=O)OCC2CCCCC2)cc1OC (stereo unspecified),i
O=c1c(-c2ccccc2CN2CCOCC2)ccc2n1C[C@H]1C[C@@H]2CN(Cc2ccc(F)cc2)C1,i
COc1ccc(N2CC(C(=O)NCCc3ccc(OC)c(OC)c3)CC2=O)cc1 (stereo unspecified),i
OC(CCN1CCCCC1)(c1ccccc1)C1CC2C=CC1C2 (stereo unspecified),u
CN(Cc1nc2ccc(F)cc2[nH]1)CC1CCNCC1,i
CCC(C)NS(=O)(=O)c1cc(C(=O)N2CCCC2)cs1 (stereo unspecified),u
Cc1ccc(NC(=O)Nc2cccc(Cl)c2)nc1,i
O=C1CCCc2oc3c(Cl)cc(NS(=O)(=O)c4cccc5ccccc45)cc3c21,i
Cn1c(=O)cc(SCC(=O)NC2CCCCCC2)c2ccccc21,i
COc1cc(OC)c(C=C2C(=O)OC3(CCCCC3)OC2=O)cc1Br,i
O=C1NCC2(CCCN(C(=O)c3cc(=O)n(-c4ccccc4)[nH]3)CC2)O1 (stereo unspecified),i
Cc1ccc(-c2nc3cccnc3n2CCN2CCN(C(=O)NCc3cccc(F)c3)CC2)cc1,i
CCN1CCN(C(=O)C2c3cc(OC)c(OC)cc3C(=O)N(C)C2c2cccs2)CC1 (stereo unspecified),i
c1ccc(-c2nnc(-c3cccnc3)o2)cc1,i
CC1=C[C@@H](CNCCN(C)C)[C@H](C(C)C)C[C@H]1Cc1nnc(C)o1,u
COc1ccc(Nc2cc(C)nc(N3CCN(S(=O)(=O)c4cc(Cl)c(C)cc4OC)CC3)n2)cc1,i
O=C(Cn1c(=O)sc2ccccc21)N1CCN(Cc2ccc3c(c2)OCO3)CC1,i
CS(=O)(=O)c1ccc(-c2cccc3c2OC(CNC(=O)c2cc[n+]([O-])cc2)C3)cc1 (stereo unspecified),u
Cc1cccc(NC(=O)CCC2CCCCC2)n1,i
O=C(Nc1ccc(-c2nc3ccccc3o2)cc1)c1ccco1,i
C=CCOc1ccc(C(Nc2ccccn2)c2ccc3cccnc3c2O)cc1 (stereo unspecified),u

# Reprinted at random: 4 records from the list, in no set order.
SMILES,ST2 IL33 inh
COc1ccc(Nc2cc(C)nc(N3CCN(S(=O)(=O)c4cc(Cl)c(C)cc4OC)CC3)n2)cc1,i
O=C(Nc1ccc(-c2nc3ccccc3o2)cc1)c1ccco1,i
c1ccc(-c2nnc(-c3cccnc3)o2)cc1,i
C=CCOc1ccc(C(Nc2ccccn2)c2ccc3cccnc3c2O)cc1 (stereo unspecified),u

# Next structures follow.
SMILES,ST2 IL33 inh
CCCC(=O)NCc1nc2ccccc2n1C,i
O=C(CN(Cc1ccccc1)S(=O)(=O)c1ccc(F)cc1)Nc1ccccc1Br,i
COc1ccc(S(=O)(=O)N2CCN(S(=O)(=O)c3cc4c5c(c3)CCN5C(=O)CC4)CC2)cc1,i
NS(=O)(=O)c1ccc(CCNC(=O)C2CCN(c3ccc(-c4cccs4)nn3)CC2)cc1,i
CCC1CN(CC(=O)NCc2scnc2-c2ccccc2)Cc2cc(OC)ccc2O1 (stereo unspecified),i
Cc1ccc(NC(=O)c2ccc(C(C)(C)C)cc2)nc1,i
C=CCOc1ccc(C=Nc2ccc(C)cc2C)c(O)c1,38%*
CC(C)(C)c1cc(Cn2cnnc2)[nH]n1,i
CCC(=O)N1CCc2cc(S(=O)(=O)NC(C(=O)N3CC(C)CC(C)C3)C(C)C)ccc21 (stereo unspecified),i
Cc1cc(N2CC(C)CC(C)C2)nc2ccc(NC(=O)CCC(=O)NCCN(C)C)cc12 (stereo unspecified),u
O=C(c1ccccc1-c1ncc[nH]1)N1CCOC(Cc2cccc(F)c2)C1 (stereo unspecified),i
CC(=O)OCC1OC(OC2COC(OC3COC(OC4C(OC5C(CO)OC(OC6CCC7(C)C(CCC8(C)C7CC=C7C9CC(C)(C)CCC9(C(=O)OC9OC(CO)C(O)C(O)C9OC9OCC(OC%10OCC(O)(CO)C%10O)C(O)C9O)C(O)CC78C)C6(C)C)C(O)C5O)OCC(O)C4O)C(O)C3O)C(O)C2O)C(OC(=O)/C=C/c2ccccc2)C(O)C1OC(C)=O (stereo unspecified),u
CCc1cccc(-n2c(C)nc3c(cnn3-c3ccc(C)c(C)c3)c2=O)c1,i
CCc1cccc(NC(=O)CCC(=O)NCc2cnc(C)cn2)c1,i
O=C(CSc1nc2c(c(=O)n1-c1ccc(Br)cc1)SCC2)Nc1ccccc1,u
Cc1cc2nc(CN3CCCC(CCc4ccc(F)cc4F)C3)cc(=O)n2[nH]1 (stereo unspecified),i
Cc1ccc(-n2nc3c(c2NC(=O)c2cccc(F)c2)CS(=O)C3)cc1 (stereo unspecified),i
COc1ccc(OC)c2sc(N3CCCC3)nc12,i
Cc1ccccc1N1C(=O)c2cc(S(N)(=O)=O)c(Cl)cc2NC1C (stereo unspecified),i
Cc1ccccc1N(CC(=O)NCc1ccco1)S(C)(=O)=O,i
CCC1Oc2ccccc2N(Cc2ccccc2F)C1=O (stereo unspecified),u
O=C1OC(c2ccc(Br)cc2)=N/C1=C\c1ccccc1,i
CCC(=O)N1c2ccccc2NC2=C(C(=O)CCC2)C1c1cccnc1 (stereo unspecified),i
Cc1ccc(C(=O)CSc2n[nH]c(-c3ccncc3)n2)c(C)c1,u
C[C@@H]1O[C@@H](OC2C(O[C@H]3[C@H](O[C@H]4CC[C@@]5(C)C(CC[C@]6(C)C5CC=C5C7CC(C)(C)CC(O)[C@]7(C)CC[C@]56C)C4(C)C)O[C@H](C(=O)O)[C@@H](O)[C@@H]3O)OC(CO)C(O)C2O)[C@H](O)[C@H](O)[C@H]1O (stereo partly specified),i
CCC(C)N(Cc1ccc(CO)o1)Cc1ccccc1Cl (stereo unspecified),u
c1c(C2CCCCC2)n[nH]c1CN1CCCCC1,i
CN(C(=O)c1cn(Cc2cccc3ccccc23)nn1)C1CCOC1 (stereo unspecified),i
COc1cc2sc(C)nc2c2ccccc12,i
O=[N+]([O-])c1cc(C=Nc2ccc3nc(-c4ccc(F)cc4)[nH]c3c2)c(O)c([N+](=O)[O-])c1,u
Cc1c(Br)c([N+](=O)[O-])nn1CCCC(=O)Nc1sc2c(c1C#N)CCC2,u
Nc1nc(NC(=O)c2ccco2)nn1-c1ccccc1,i
CCOC(=O)Nc1ccc2c(c1)N(C(=O)CCN1CCOCC1)c1ccccc1S2=O (stereo unspecified),i
CCOc1ccc(CCn2cnc3sc4c(c3c2=N)CCCC4)cc1OCC,i
CCN(CC)C1CCN(c2ccc(-c3ccccc3OC)nn2)C1 (stereo unspecified),i
CC(C)c1cc(C2CCN(C(=O)c3ccccc3-c3ncc[nH]3)CC2)[nH]n1,u
Cn1c(=O)c2c(nc(SCC(=O)c3ccc([N+](=O)[O-])cc3)n2C)n(C)c1=O,u
COc1cccc2c1OCC(C(=O)N(C)Cc1noc(CC(C)C)n1)C2 (stereo unspecified),i
Cc1ccc(C2NC(C(=O)O)CS2)cc1[N+](=O)[O-] (stereo unspecified),u
Cc1ccc(NC(=O)CCC(=O)O)c(C)c1,i
OC(CN1CCOCC1)Cn1cnc2c(SCc3ccccc3)ncnc21 (stereo unspecified),i
COc1ccc(CCC(=O)NCc2nc3cccnc3n2Cc2ccc(C)cc2)cc1,u
Cc1cc(N(C)C)nc(N2CCN(S(=O)(=O)c3ccc(F)cc3)CC2)n1,i
Cn1nc([N+](=O)[O-])nc1Oc1ccc(C(C)(C)C)cc1,u
CNC(=O)c1c[nH]c2ccc(S(=O)(=O)Nc3cccc(Cl)c3C)cc2c1=O,i
O=C(Nc1ccc(Cl)cc1Cl)c1ccccc1Cl,i
CCc1nc2nc(C)c(NC(=O)Nc3ccc4c(c3)OCCO4)c(=O)n2[nH]1,i
CCOC(=O)c1ccc(NS(=O)(=O)c2ccc3c(c2)CCC(=O)N3)cc1,i
O=C(CCc1nc(-c2ccccc2F)no1)N[C@H]1COC[C@@H]1N1CCCCC1,i
C[C@H](c1ccccc1)N1C(=O)[C@@H]2CN(C(=O)CC(C)(C)CC(=O)O)CCN2C1=O,u
CC(C)CN(CC(C)C)S(=O)(=O)c1ccc(C(=O)Nc2nnc(-c3ccc(F)cc3)o2)cc1,i
Cc1cccc(NC(=O)CN2CCCN(S(=O)(=O)c3ccc(Br)s3)CC2)c1,i
O=C(CN1C(=O)C2(OCCCO2)c2ccccc21)NC1CCCCC1,i
CC(C)c1cc(C(=O)N2CCC3(CC2)c2ccccc2[C@@H](N)[C@@H]3O)cs1,u
O=C(Nc1ccc(Br)cc1)c1noc2c1CCCC2,u
O=C(COc1ccccc1)Nc1c(-c2ccc(F)cc2)nc2ccccn12,i
O=C1CCN(c2cccc(Cl)c2)N1,i
CCn1cc(C(=O)NC2CCC(C)CC2)c(=O)c2cc(S(=O)(=O)N3CCCCC3)ccc21 (stereo unspecified),i
CCN1C(=O)N(CCCc2cccnc2)C(=O)C12CCN(Cc1ccccc1-c1ccco1)CC2,i
Cc1cc(C)cc(N(C(=O)c2ccccc2C)C2C=CS(=O)(=O)C2)c1 (stereo unspecified),i

# Part of the list above in order of molar mass, high to low:
SMILES,ST2 IL33 inh
Cc1cccc(NC(=O)CN2CCCN(S(=O)(=O)c3ccc(Br)s3)CC2)c1,i
CCn1cc(C(=O)NC2CCC(C)CC2)c(=O)c2cc(S(=O)(=O)N3CCCCC3)ccc21 (stereo unspecified),i
CC(C)c1cc(C(=O)N2CCC3(CC2)c2ccccc2[C@@H](N)[C@@H]3O)cs1,u
O=C(COc1ccccc1)Nc1c(-c2ccc(F)cc2)nc2ccccn12,i
Cc1cc(C)cc(N(C(=O)c2ccccc2C)C2C=CS(=O)(=O)C2)c1 (stereo unspecified),i
O=C(CN1C(=O)C2(OCCCO2)c2ccccc21)NC1CCCCC1,i

# Following part:
SMILES,ST2 IL33 inh
COc1cc(C(C[N+](=O)[O-])c2c(C)[nH]c3ccccc23)ccc1O (stereo unspecified),i
O=C(N[C@H]1C[C@H]2C(=O)Nc3ccc(-c4ccsc4)cc3C(=O)N2C1)c1ccccc1,i
CCOC(=O)N1CCN(C2CCCN(C(=O)c3ccc(=O)[nH]c3)C2)CC1 (stereo unspecified),i
Cc1ccc2c(C)c(C(=O)N3CC(c4ccncc4)C3)oc2c1,i
Cc1cc(C)n2ncc(CN(Cc3c(C)nn(C)c3C)C3CC3)c2n1,u
Cc1ccc(-n2nc3ccc(NC(=O)COc4ccccc4C)cc3n2)cc1,u
C=CCC1c2cccc(C(=O)O)c2C(=O)N1c1ccc(OC)cc1 (stereo unspecified),u
CCN(CC)CCCNS(=O)(=O)Cc1ccccc1,i
CC(C)(C)C1CCc2c(sc3c2C(=O)NC(c2ccccc2F)N3)C1 (stereo unspecified),i
O=S(=O)(Cc1ccccc1)NCc1ccncc1,i
CN(Cc1cscn1)C(=O)c1nn(Cc2ccccc2)c2c1CN(C(=O)C(C)(C)C)CC2,u
O=c1c(Cl)c(Cl)cnn1Cc1ccccc1,i

# Two successive entries already listed, quoted:
SMILES,ST2 IL33 inh
COc1cc(C(C[N+](=O)[O-])c2c(C)[nH]c3ccccc23)ccc1O (stereo unspecified),i
O=C(N[C@H]1C[C@H]2C(=O)Nc3ccc(-c4ccsc4)cc3C(=O)N2C1)c1ccccc1,i

# Following part.
SMILES,ST2 IL33 inh
COc1cc(-c2[nH]nc3c2C(c2cccnc2)C(C#N)=C(N)O3)cc(OC)c1OC (stereo unspecified),i
COc1cc(C2C(C#N)=C(N)OC3=C2C(=O)CCC3)c([N+](=O)[O-])cc1OC (stereo unspecified),i
COc1ccc(-c2csc(NC(=O)c3cc(=O)c4ccccc4o3)n2)cc1OC,i
COc1ccc(N=C2NC(=O)C(CO)(CO)S2)cc1,i
CCOC(=O)N1CCC(NC(CC)c2ccnn2C)CC1 (stereo unspecified),i
CCC(CC)C(=O)Nc1ccc(Nc2nc(C)cc(Nc3ccc(OC)cc3)n2)cc1,39%*
O=C(c1ccc(-c2ccccc2)cc1)C1CCCN(c2cc(NCCO)ncn2)C1 (stereo unspecified),u
CC(=O)NC(=O)c1cc2cc(Cl)cc(Cl)c2oc1=Nc1ccc(C#N)cc1,i
O=C(c1ccc(S(=O)(=O)N2CCCC2)cc1)N1CCN=C1SCc1ccccc1Cl,i
COc1ccccc1S(=O)(=O)Cc1ccc(C(=O)NCCN2CCCC2)o1,i
CC1CCN(CCNC(=O)C2CCN(c3ccc(-c4cccs4)nn3)CC2)CC1,u
O=C(Nc1ccc(Cc2ccncc2)cc1)c1ccc([N+](=O)[O-])cc1Cl,i

# Continued; the last two above are carried over.
SMILES,ST2 IL33 inh
CC1CCN(CCNC(=O)C2CCN(c3ccc(-c4cccs4)nn3)CC2)CC1,u
O=C(Nc1ccc(Cc2ccncc2)cc1)c1ccc([N+](=O)[O-])cc1Cl,i
O=C(COc1ccc(Cl)cc1Cl)N1CCN(c2ccc([N+](=O)[O-])cc2)CC1,i
Cc1ccc(NC(=O)CSCc2n[nH]c(=O)[nH]2)c(C)c1,i
COc1ccccc1Oc1ccc(C#N)c(C#N)c1,u
CCCn1cc(SCC(=O)Nc2nc3ccccc3s2)c2ccccc21,i
O=C(Nc1ccc(F)cc1F)C1c2ccccc2C(=O)N2CCc3ccccc3C12 (stereo unspecified),i
Cc1nn(Cc2ccc(F)cc2)c(C)c1NC(=O)CCCn1nc([N+](=O)[O-])cc1C,i
CN1CCN(CCCN2c3ccccc3Sc3ccc(C(F)(F)F)cc32)CC1,u
Cn1nc(C(=O)Nc2cccc(Br)c2)cc1C(=O)Nc1cccc(Br)c1,i
COc1cccc(Oc2nc3c(c(=O)n(C)c(=O)n3C)n2Cc2c(F)cccc2Cl)c1,u
CN(C)CCNC(=O)C[C@@H]1O[C@H](CNS(=O)(=O)c2ccccc2)[C@@H](O)[C@H]1O,i
Nc1nc2c(c(=O)[nH]1)CCN(C(=O)[C@@H]1C[C@@H]3C=C[C@H]1C3)C2,u
COc1ccc(-c2nnc3[nH]c(=O)n(C)c(=O)c3n2)cc1OC,i
COc1cccc(NC(=O)N[C@H]2[C@H](O)[C@@H](N3CCN(c4ccccc4)CC3)[C@@H]3OC[C@H]2O3)c1,u
COc1cc2c(C(=O)NC3CCCC(C)C3C)cn(C)c(=O)c2cc1OC (stereo unspecified),u
Cc1c(C(=O)NCCS(=O)(=O)N(C)C)sc2ccccc12,i
